Screening results (PubChem)
TLR9-MyD88 block – inhibitors of TLR9-MyD88 association in cells, primary screen, cell-based, CHO, BLA complementation, fluorescence | Toll-like receptor 9 (Homo sapiens) + Myeloid differentiation primary response protein … | CCF4 FRET ratio | inhibition, % at 4.98 µM | hit rate 0.21% among 340,000;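 active = inhibition above the mean over all tested compounds plus 3 SD, cut at about 21% in these data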;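 also: 0% = DMSO only wells and 100% = clavulanate BLA inhibitor control wells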
TRAIL sens C8 – viability loss with TRAIL in NB7+C8 cells, primary screen, TRAIL sensitizer project, cell-based, ATPlite luminescence; inhibition (viability loss, TRAIL sensitization), % at 10 µM; hit rate 1% among 360,000;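 active = compounds causing at least 50% loss of cell viability in the single-dose screen, relative to plate controls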
EBV LMP1 NFkB – EBV LMP1-driven NF-kappaB luciferase reporter inhibitors, primary screen, cell-based, luminescence, single point. AID 504558, 2011. LMP1-induced NF-kappaB luciferase reporter cells. hit rate 0.69% among 350,000. inhibition, % at 12.5 µM; in the data active = inhibition above about 41%;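 also: 0% = neutral control wells and 100% = reference inhibitor control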
COUP-TFII inh – NR2F2 transcriptional activity inhibitors, primary screen, cell-based, luciferase reporter, HEK293T, luminescence; COUP transcription factor 2 (Homo sapiens), P24468; HEK293T NGFI-A luciferase reporter; inhibition, % at 8.6 µM; hit rate 0.7% among 370,000; AID 686940, 2013;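 active = inhibition above a per-plate cutoff, mean inhibition of test wells between control levels plus 3 SD, cut at about 38% in these data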;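 also: cells cotransfected with COUP-TFII expression vector driving the NGFI-A reporter; 0% = median of COUP-TF2 test wells and 100% = reporter-only cells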
Target sequence (P24468 whole entry, looked up): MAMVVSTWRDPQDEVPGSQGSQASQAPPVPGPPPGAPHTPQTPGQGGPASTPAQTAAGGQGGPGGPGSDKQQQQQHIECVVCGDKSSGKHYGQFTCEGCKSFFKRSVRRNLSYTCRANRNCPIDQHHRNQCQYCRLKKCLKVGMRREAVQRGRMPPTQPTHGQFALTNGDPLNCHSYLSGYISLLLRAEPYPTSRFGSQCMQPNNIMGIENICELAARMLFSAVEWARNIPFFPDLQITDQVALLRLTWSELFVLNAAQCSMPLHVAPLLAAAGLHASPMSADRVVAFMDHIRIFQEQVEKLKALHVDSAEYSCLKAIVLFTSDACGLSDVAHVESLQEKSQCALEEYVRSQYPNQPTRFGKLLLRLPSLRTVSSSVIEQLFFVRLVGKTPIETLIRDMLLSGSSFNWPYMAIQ
TWEAK Fn14 block – inhibitors of TWEAK-Fn14 signaling, primary screen, luciferase reporter cells, uHTS | inhibition, % at 10 µM | hit rate 2% among 360,000 | TWEAK-stimulated Fn14 reporter cells, luciferase luminescence, 8 h; in the data active = inhibition above about 50%
NOD2 RIPK2 PPI – NOD2-RIPK2 binding disruptors in cells, primary screen, fluorescence, CHO cells, BLA complementation; Receptor-interacting serine/threonine-protein kinase 2 (Homo sapiens), O43353; CCF4 ratio; inhibition, % at 4.98 µM; hit rate 0.38% among 360,000; AID 624267, 2012; in the data active = inhibition above about 21%;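 also: 0% = vehicle only and 100% = reference blocker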
Target sequence (O43353 whole entry, looked up): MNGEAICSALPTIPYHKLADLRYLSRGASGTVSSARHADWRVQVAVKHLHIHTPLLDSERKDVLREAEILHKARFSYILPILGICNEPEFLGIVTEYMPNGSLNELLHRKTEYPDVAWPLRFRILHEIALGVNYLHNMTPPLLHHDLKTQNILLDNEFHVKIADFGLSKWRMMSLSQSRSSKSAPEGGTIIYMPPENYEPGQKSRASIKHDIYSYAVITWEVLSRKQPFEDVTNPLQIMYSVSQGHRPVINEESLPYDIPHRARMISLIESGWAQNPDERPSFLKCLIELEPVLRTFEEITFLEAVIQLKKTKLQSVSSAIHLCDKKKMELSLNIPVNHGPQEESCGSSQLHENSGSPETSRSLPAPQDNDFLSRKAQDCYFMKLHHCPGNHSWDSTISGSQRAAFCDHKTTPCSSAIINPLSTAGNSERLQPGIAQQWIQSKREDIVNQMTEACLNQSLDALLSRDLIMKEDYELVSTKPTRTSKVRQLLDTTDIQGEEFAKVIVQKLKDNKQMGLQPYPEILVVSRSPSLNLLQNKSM
TROY NFkB inh – inhibitors of TROY-driven NF-kB signaling, primary screen, Q293 LMP1-TROYcd cells, NF-kB luciferase, uHTS; Q293 LMP1-TROYcd NF-kB luciferase reporter, 4 h; inhibition, % at 10 µM; hit rate 0.98% among 360,000; AID 1347056, 2019;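 active = compounds whose plate-normalised and pattern-corrected inhibition of the luciferase reporter signal at the single screening dose is 50% or more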
NR5A2 inv ag – LRH-1 (NR5A2) inverse agonists, primary screen, cell-based, luminescence, HEK293T, StAR-luciferase reporter | Nuclear receptor subfamily 5 group A member 2 (Homo sapiens), O00482 | LRH-1 transfected, 24 h | inhibition, % at 3.6 µM | hit rate 0.13% among 360,000;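 active = inhibition above the mean inhibition of all tested compounds plus 3 SD, cut at about 73% in these data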;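 also: 0% = DMSO wells and 100% = reporter-only cells lacking LRH-1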
SRC1 inh – SRC1 coactivator transcriptional activity inhibitors, primary screen, cell-based, luminescence; hit rate 0.12% among 360,000; HEK293 GAL4-SRC1 luciferase reporter; inhibition, % at 3.6 µM; Nuclear receptor coactivator 1 (Homo sapiens), Q15788;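 active = inhibition above the campaign mean plus 3 SD, with each screening campaign given its own cutoff, cut at about 60% in these data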;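 also: 0% = DMSO treated cells and 100% = gossypol at 36 µM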
SRC2 inh – inhibition of GAL4-SRC2 driven luciferase reporter, primary screen, SRC2 inhibitor project, cell-based, luminescence | HEK293 GAL4-SRC2 luciferase reporter | inhibition, % at 9 µM | hit rate 0.17% among 370,000 | AID 651957, 2012;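 active = inhibition above the mean inhibition of all tested compounds plus 3 SD, set per campaign, cut at about 52% in these data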;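 also: 0% = DMSO treated cells and 100% = cells given Gossypol at 36 µM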
SRC3 inh – SRC3 coactivator transcriptional activity inhibitors, primary screen, cell-based, luminescence; inhibition, % at 3.6 µM; Nuclear receptor coactivator 3 (Homo sapiens), Q9Y6Q9; HEK293 GAL4-SRC3 luciferase reporter; hit rate 0.17% among 360,000;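 active = inhibition above a per-campaign cutoff, the mean of all compounds plus 3 SD, cut at about 60% in these data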;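 also: 0% = DMSO-treated cells and 100% = gossypol-treated cells at 36 µM; higher means less SRC3-driven luciferase light from the GAL4 reporter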
* hit, by the source's call; nt = not tested or not shown. These rows are one share of the data; the hit share may differ from the screen's.

SMILES	TLR9-MyD88 block	TRAIL sens C8	EBV LMP1 NFkB	COUP-TFII inh	TWEAK Fn14 block	NOD2 RIPK2 PPI	TROY NFkB inh	NR5A2 inv ag	SRC1 inh	SRC2 inh	SRC3 inh
O=C1N[C@@H](Cc2cnc[nH]2)C(=O)N2CCC[C@@H]12	11.2	-7.1	3.6	14.5	-9.3	-2.9	-11.1	-3.3	-0.7	3.0	-4.0
O=C(CSc1nnc2ccccn12)NNC(=O)c1cccc(Cl)c1	5.2	2.5	-3.7	-8.8	9.6	-6.5	-4.2	-30.0	-3.8	-22.3	-9.2
O=C1/C(=C/c2cccs2)SC(=S)N1c1cccc(O)c1	6.5	32.5	-0.7	-14.5	-7.0	-7.4	-18.6	0.5	4.5	-36.0	-7.3
CCc1ccc(OC2(C)CCN(CCOc3ccc(C)cc3)C2)cc1 (stereo unspecified)	nt	6.2	nt	-4.7	-16.2	0.8	7.4	7.7	-8.5	-39.4	-17.2
Cc1cccc(C)c1NC(=O)C1(C)CN(S(C)(=O)=O)CC(=O)N1C1CC1 (stereo unspecified)	nt	-9.1	nt	0.2	nt	-3.0	nt	-7.4	nt	-8.8	nt
COc1ccc(C(C)=O)cc1CC(=O)Nc1ccccc1-c1ccccc1	-7.3	-11.8	-4.8	8.3	-10.2	-0.6	10.9	-4.9	6.8	8.6	0.4
O=C(COC(=O)CNC(=O)c1ccc(Cl)c([N+](=O)[O-])c1)NNC(=O)c1cccs1	-1.0	8.2	3.6	5.2	3.2	-0.6	1.2	-3.3	-4.5	-23.3	8.1
CC(=O)c1cc(CN2CCN(CCc3ccccc3)C(CCO)C2)cs1 (stereo unspecified)	0.2	-14.7	1.5	6.6	-6.0	-14.7	7.6	3.3	-12.9	-14.0	14.6
O=C(CCc1ccccc1)NNC(=O)c1ccccc1F	-1.2	-1.0	-1.6	-6.9	-2.2	1.9	-4.2	-3.2	-27.8	-11.3	12.2
O=C(O)CC(c1ccc(Cl)cc1)N1Cc2ccccc2C1=O (stereo unspecified)	-2.0	-9.9	1.5	4.9	6.1	-1.1	-10.9	10.7	-16.4	11.6	0.4
O=C(CSc1nc2ccsc2c(=O)n1CC1CCC(C(=O)O)CC1)c1ccc(F)cc1 (stereo unspecified)	-3.2	5.1	6.2	0.8	0.7	-6.0	-21.2	2.2	-7.9	-20.9	10.9
CC(C)C1Nc2ccc(C(=O)NCCCN3CCOCC3)cc2NC1=O (stereo unspecified)	-10.2	4.8	-1.6	nt	30.5	-6.9	-3.2	0.8	4.1	nt	-10.4
Cc1ccc(C2NC(=O)NC(O)(C(F)(F)F)C2C(=O)c2ccccc2)o1 (stereo unspecified)	-7.5	-2.1	-14.7	-16.7	-4.5	-0.9	4.7	-12.7	-21.9	15.5	14.6
Cc1ccc(NC(=S)/N=C(\N)Nc2nc(C)c3cc(C)ccc3n2)c(C)c1	2.0	12.9	-27.2	-0.8	16.2	-6.1	14.9	11.4	20.8	-28.3	17.4
CC12CCC(=O)N1C(C(=O)Nc1ccc(F)c(F)c1F)CS2 (stereo unspecified)	-4.2	1.2	-2.2	7.5	0.7	0.4	-21.1	9.7	22.9	22.8	-38.2
Cc1ccc2c(c1)c(N=Nc1ccc([N+](=O)[O-])cc1)c(O)n2C	-2.6	9.4	-5.6	15.2	11.3	3.9	18.5	-10.5	15.4	20.5	-18.5
Nn1c(SCC(=O)Nc2cccc(C(F)(F)F)c2)nncc1=O	4.0	-3.3	-4.6	5.1	-20.2	-0.9	16.9	1.1	-12.0	7.3	-14.3
CC(=O)c1cn(C)c(=O)c2ccccc12	nt	-18.7	-3.7	-7.4	-19.6	-4.0	-2.2	-4.9	8.6	17.3	16.7
Cc1cc(NC(=O)COc2ccc(F)c(Cl)c2)no1	-1.3	7.3	0.7	6.3	-8.4	-15.2	-18.2	-21.6	-0.2	-4.5	-33.0
CC(C)c1nc(SCC(=O)Nc2ccc3c(c2)OCCO3)c2c(=O)n(C)c(=O)n(C)c2n1	-5.1	-7.3	2.3	-7.7	-4.4	-0.1	0.2	10.7	12.6	-14.1	3.6
COc1cc(C(=O)NCc2cc3ccccc3n2C)cc(OC)c1OC	-0.7	-0.8	9.7	-6.0	-18.9	-4.0	12.7	10.6	-6.5	15.2	19.5
COc1ccc(OCC(=O)NNC(=O)c2cccc(S(=O)(=O)N(C)C)c2)cc1	1.9	6.3	-4.7	7.6	8.8	-11.1	12.8	10.3	0.4	9.5	2.5
O=C(OCc1ccc([N+](=O)[O-])cc1)c1cc([N+](=O)[O-])ccc1N1CCOCC1	9.5	17.9	-2.7	-9.0	-14.6	-4.6	2.1	25.6	-3.5	-14.4	10.4
O=C(CN1C(=O)NC2(CCCC2)C1=O)OCc1ccc(Cl)cc1Cl	-12.7	6.7	2.3	1.6	-11.1	3.1	-5.4	-1.6	-22.9	7.8	-2.6
CCOc1ccc(NC(=O)N[C@@H](Cc2ccccc2)C(=O)O)cc1	-0.8	-6.5	-6.7	-2.9	-11.4	1.0	-1.3	7.7	-2.0	-20.0	11.4

Reprinted from the part before: three entries; new compounds follow.
SMILES	TLR9-MyD88 block	TRAIL sens C8	EBV LMP1 NFkB	COUP-TFII inh	TWEAK Fn14 block	NOD2 RIPK2 PPI	TROY NFkB inh	NR5A2 inv ag	SRC1 inh	SRC2 inh	SRC3 inh
O=C(OCc1ccc([N+](=O)[O-])cc1)c1cc([N+](=O)[O-])ccc1N1CCOCC1	9.5	17.9	-2.7	-9.0	-14.6	-4.6	2.1	25.6	-3.5	-14.4	10.4
O=C(CN1C(=O)NC2(CCCC2)C1=O)OCc1ccc(Cl)cc1Cl	-12.7	6.7	2.3	1.6	-11.1	3.1	-5.4	-1.6	-22.9	7.8	-2.6
CCOc1ccc(NC(=O)N[C@@H](Cc2ccccc2)C(=O)O)cc1	-0.8	-6.5	-6.7	-2.9	-11.4	1.0	-1.3	7.7	-2.0	-20.0	11.4
CCS(=O)(=O)N1CCC(C(=O)N2CCc3ccccc3C2)CC1	7.1	-16.2	-0.9	-6.8	-0.2	-8.7	5.7	6.7	8.1	-2.6	-9.1
Cc1cccc(C)c1NC(=O)C1CCCN(CCCc2ccccc2)C1 (stereo unspecified)	-0.5	5.6	-6.0	14.7	-11.2	-4.8	-2.0	5.5	3.9	-9.7	-7.1
CC(=O)Nc1ccc(NC(=O)CCCCCN2C(=O)c3ccccc3C2=O)cc1	7.9	2.7	4.2	10.4	-2.0	3.8	-17.1	17.7	-23.7	-19.2	18.8
O=C(CCS(=O)(=O)c1ccc(Br)s1)NCc1cccs1	-9.9	-12.2	-2.0	11.8	-7.8	0.4	-15.3	8.0	-1.5	8.2	5.5
CCCCCNC(=O)Cc1ccc(S(=O)(=O)N2CCOCC2)s1	6.6	-15.4	-3.9	9.0	2.5	2.4	14.7	-7.2	3.2	-13.8	-18.0
O=C(NC(=S)Nc1ccc(-c2ccccc2)cc1)c1ccccc1	-9.8	14.8	-10.6	-10.9	-8.0	1.5	-30.9	-33.3	-26.9	-26.2	-26.4
CC(C)CNC(=O)CN(C1CCCCC1)S(=O)(=O)c1ccccc1	-0.5	-4.0	-5.6	-4.4	0.9	-7.2	-13.3	17.6	16.0	-10.5	14.0
COc1ccccc1CN(C(=O)c1cnccn1)C(C(=O)NC1CCCCC1)c1cc(OC)c(OC)c(OC)c1 (stereo unspecified)	3.7	-3.0	-15.4	16.1	35.1	6.0	12.8	20.5	-9.3	15.4	0.5
CC(C)c1ccccc1NC(=S)NC1CCN(Cc2ccccc2)CC1	-7.4	-1.3	-7.3	0.8	-9.5	0.7	-5.4	9.4	-1.5	8.2	3.9
COc1ccccc1CNS(=O)(=O)c1c(C)[nH]c(C)c1C(=O)N1CCCC1	-5.6	4.5	-0.6	-10.4	9.9	-4.1	-8.7	14.6	-19.8	13.0	16.1
CCCCOc1ccc(C(=O)NCc2ccccn2)cc1	-8.2	-6.3	-4.9	-16.7	1.3	7.7	-7.0	-18.7	-33.9	-1.3	-3.6
Cc1nc(SCC(=O)N2CCCCCC2)c2c(=O)n(C)c(=O)n(CC(C)C)c2n1	-11.6	2.2	5.4	41.7*	14.2	-2.9	13.7	16.2	15.5	17.7	15.3
O=c1[nH]oc(O)c1-c1ncc(C(F)(F)F)cc1Cl	7.9	-0.9	-7.3	-9.0	1.3	7.7	10.5	7.8	-6.8	-63.5	1.1
CCOC(=O)C(C)Oc1cccc2c(=O)n(CC(=O)NCCc3ccccc3)ccc12 (stereo unspecified)	-0.2	3.6	-26.5	25.0	-7.5	-6.7	2.0	-15.0	10.3	4.8	16.9
CN(C(=O)CSc1nnc(COc2ccccc2F)n1N)C1CCCCC1	-4.8	-10.3	5.2	11.4	4.4	2.8	6.1	20.5	-1.3	-1.1	2.2
CCOC(=O)C1=CCN(S(=O)(=O)c2ccc(Br)cc2)C1c1cccc(C)c1 (stereo unspecified)	nt	7.1	nt	29.3	9.9	-0.9	4.4	19.1	-0.7	10.7	-0.4
N#Cc1ccccc1Cn1c(=O)n(-c2ccc(CC(=O)NCc3ccco3)cc2)c(=O)c2sccc21	-8.5	-7.0	4.5	16.6	10.6	5.2	-2.7	-34.0	1.2	10.5	2.2
CC1(c2ccc3c(c2)OCCO3)NC(=O)N(CC(=O)Nc2ccccc2F)C1=O (stereo unspecified)	1.1	-4.2	-3.7	0.0	-2.6	-14.5	-17.6	3.8	-26.1	-3.1	-0.6
COc1ccc(S(=O)(=O)Nc2cc(OC)c(NC(=O)c3ccco3)cc2OC)cc1	-8.2	-2.7	0.4	0.5	4.4	-9.5	-0.9	-7.8	11.5	-1.6	-15.4
O=C(NCCN1C(=O)C2C3C=CC(C3)C2C1=O)Nc1ccccc1 (stereo unspecified)	-9.7	-8.6	-0.5	0.4	1.2	-12.1	-23.8	-27.2	-17.8	14.4	-6.9
Cc1cccc(CC2SC(N)=NC2=O)c1 (stereo unspecified)	-7.5	-11.6	7.5	-0.9	-7.5	-6.6	-0.7	7.3	9.1	1.3	14.8
CCn1c(=O)n(CC)c2cc(N3CCCC3)c(NC(=O)c3cccc(Cl)c3)cc21	-4.8	14.0	6.3	6.8	10.3	0.9	11.9	4.8	19.1	17.1	8.9
CC(C)c1ccc(NC2=CC(=O)CC(C)(C)C2)cc1	-10.3	-10.2	-17.6	-3.1	-19.1	-5.9	-18.8	-21.1	-3.9	-39.8	-16.9
COCCN(C(=O)COC(=O)CCOc1ccccc1)c1c(N)n(Cc2ccccc2)c(=O)[nH]c1=O	-8.0	-27.0	2.7	nt	11.4	-9.5	8.5	5.8	4.5	nt	17.2
COCC(=O)Nc1nnc(COc2ccccc2)s1	2.1	-0.5	-1.5	-28.7	-27.4	3.8	-32.8	-14.7	0.7	-18.0	-28.3
